# Source: PubChem
# CHT allo act = allosteric activators of human choline transporter CHT; CHT-expressing cells, membrane potential dye, choline EC20; hits give high values; LV-AA mutant CHT in HEK293 cells; B-score at 10 µM; 0.49% of 310,000 active;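 active = initial fluorescence not abnormally high and integrated response B-score, plate-corrected, over 3 SD above library mean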
# Target sequence (Q9GZV3 whole entry, looked up): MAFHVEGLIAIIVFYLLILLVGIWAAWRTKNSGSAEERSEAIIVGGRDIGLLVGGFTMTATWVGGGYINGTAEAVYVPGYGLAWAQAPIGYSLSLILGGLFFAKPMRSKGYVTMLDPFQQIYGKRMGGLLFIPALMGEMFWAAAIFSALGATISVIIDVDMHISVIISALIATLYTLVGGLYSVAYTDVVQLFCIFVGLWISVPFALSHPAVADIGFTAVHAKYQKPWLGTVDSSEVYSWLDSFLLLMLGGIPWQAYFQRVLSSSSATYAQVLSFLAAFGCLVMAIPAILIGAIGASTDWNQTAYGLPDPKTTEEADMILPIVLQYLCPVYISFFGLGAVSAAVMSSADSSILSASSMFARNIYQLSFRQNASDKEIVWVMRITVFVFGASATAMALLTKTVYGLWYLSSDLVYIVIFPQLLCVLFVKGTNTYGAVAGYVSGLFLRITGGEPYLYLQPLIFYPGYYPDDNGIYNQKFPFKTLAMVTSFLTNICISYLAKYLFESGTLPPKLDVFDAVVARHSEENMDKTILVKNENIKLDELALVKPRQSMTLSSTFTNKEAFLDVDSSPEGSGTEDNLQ
# CHT inh = inhibitors of human choline transporter CHT. B-score at 10 µM. 0.86% of 310,000 active. CHT-expressing cells, membrane potential dye, choline response; hits give low values. Q9GZV3;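 active = B-score over 3 SD under the library average, and starting fluorescence ratio not unusually high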;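 also: choline stimulus applied at its EC90 after an EC20 pre-addition; B-score computed on integrated fluorescence ratio after choline addition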
# * marks the source's active call; other numbers are inactive results; i = inactive.
mol	CHT allo act	CHT inh
O=C(CN1CCOCC1)Nc1ccc2c(c1)OC(F)(F)O2	i	i
Cc1ccc(F)c(CNC(=O)C2CCC(=O)N(Cc3ccccn3)C2)c1F (stereo not given)	i	i
CCN(CC)CCSc1nnc2c3cc(F)ccc3n(Cc3ccccc3)c2n1	i	i
Cc1cc(=O)oc2c(CN3CCN(C)CC3)c(O)c(Cl)cc12	i	i
CC(NCCc1ccc(S(N)(=O)=O)cc1)C(=O)NCCc1ccc(F)cc1 (stereo not given)	i	i
CCn1cc(/C=N\NC(=O)c2ccc(F)cc2)cn1	i	i
CCOC(=O)N1CCN(C(=O)Cn2nc(C)n3nc(-c4ccccc4)cc3c2=O)CC1	i	i
OC1CCCN(c2c3c(nc4cc(-c5cccc(Cl)c5)nn24)CCC3)C1 (stereo not given)	i	i
CC(NS(=O)(=O)c1ccc(OCC(=O)N2CCCC2)cc1)c1ccccc1 (stereo not given)	i	i
CC(=O)c1cccc(NC(=O)C2C3CCC(C3)C2C(=O)O)c1 (stereo not given)	i	i
COc1ccc(-n2ccnc2SCC(=O)NO)cc1	i	-5.3*
CCOc1cc(S(=O)(=O)NC2CC2)c(OCC)cc1-n1cnnn1	i	i
Fc1ccccc1COc1ccc(-c2nnn(Cc3ccccc3F)n2)cc1	i	i
CCOc1ccc(S(=O)(=O)NCc2ccc3c(c2)OCO3)cc1C	i	i
Cc1nn(-c2ccccc2)c(Cl)c1C1C(C#N)=C(N)Oc2c1c(C)nn2-c1ccccc1 (stereo not given)	i	i
CC(=O)OC(C)CS(=O)(=O)c1ccccc1 (stereo not given)	i	i
COc1ccccc1Nc1nc(N)nc(CSC(=S)N2CC(C)CC(C)C2)n1 (stereo not given)	i	i
CCc1cc(C(=O)N2CCCC(C(=O)c3cccc4ccccc34)C2)n(C)n1 (stereo not given)	i	i
COc1ccc(S(=O)(=O)N2CCCN(CC(=O)Nc3ccccc3F)CC2)cc1	i	i
Cc1ccc(S(=O)(=O)NCC(=O)N(CC(=O)NCc2ccco2)Cc2ccc(F)cc2)cc1	i	i
COc1ccc(C(=O)NC2CCN(S(=O)(=O)c3ccc(C)cc3)CC2)cc1	i	i
CSc1ccccc1C(=O)NC1CCCc2ccccc21 (stereo not given)	i	i
Cc1cc(SCc2ccc(Cl)cc2Cl)nc(=O)[nH]1	i	i
COc1ccc(C(=O)N/N=C(\C)CC(=O)Nc2ccc3c(c2)OCCO3)c(OC)c1	i	i
COc1cccc(C(=O)Nc2ccc(C(=O)c3ccccc3)cc2)c1	i	i
COc1ccc(Cl)cc1NC(=S)N(CCCN1CCOCC1)Cc1cn(C)c2ccccc12	i	i
Cc1ccc(C2=NN(Cc3nnc(-c4ccccc4)o3)C(=O)SC2)cc1	i	i
O=C(O)/C=C\C(=O)Nc1cc(O)ccc1[N+](=O)[O-]	i	i
CC(NC(=O)c1ccncc1)C(C)(C)C (stereo not given)	i	i
COC(=O)C(C(=O)OC)=C(/C=C/C=C/N(C)C)N(C)C	i	i
CC(=O)Nc1ccc(S(=O)(=O)N2CCC(C(=O)N[C@@H](Cc3ccccc3)C(=O)O)CC2)cc1	i	i
COC(=O)C1=C(C)N(C)C(=S)NC1c1c(OC)ccc2ccccc12 (stereo not given)	i	i
O=C(CN(c1ccc(Cl)cc1)S(=O)(=O)c1ccc(Cl)c([N+](=O)[O-])c1)NCCc1ccc(F)cc1	i	i
Cn1c(/C(C#N)=C(\O)COc2ccc3ccccc3c2)nc2ccccc21	i	i
O=C(OCc1ccccc1)C1=NNC2C(=O)N(c3ccccc3)C(=O)C12 (stereo not given)	i	i
COc1ccc(C2C(C#N)=C(N)N(N(C)C)C3=C2C(=O)CCC3)cc1 (stereo not given)	i	i
CCOc1ccc(OCC)c(NC(=O)C2CCN(S(=O)(=O)c3ccc4c(c3)CC(C)N4C(C)=O)CC2)c1 (stereo not given)	i	i
CN(C)CCCN(C(=O)c1ccc(C(=O)c2ccccc2)cc1)c1nc2cc3c(cc2s1)OCO3	i	i
Cc1cc(C)n(C(=O)c2ccc(NC(=O)CC(C)C)cc2)n1	i	i
CCN(CC)c1ncc(C)c(=O)[nH]1	i	i

# Retrieved by structure from the list above, 3 records:
mol	CHT allo act	CHT inh
CCOc1ccc(S(=O)(=O)NCc2ccc3c(c2)OCO3)cc1C	i	i
O=C(CN(c1ccc(Cl)cc1)S(=O)(=O)c1ccc(Cl)c([N+](=O)[O-])c1)NCCc1ccc(F)cc1	i	i
CC(NC(=O)c1ccncc1)C(C)(C)C (stereo not given)	i	i

# The list goes on:
mol	CHT allo act	CHT inh
CN(C)c1cccc(C(=O)N2CCCC(CCC(=O)N3CCN(c4ccccn4)CC3)C2)c1 (stereo not given)	i	i
CN(C)CCCN1C(=O)CSC1c1ccc([N+](=O)[O-])cc1 (stereo not given)	i	i
O=C(Nc1nc(-c2ccc(Cl)cc2)cs1)C1=COCCO1	i	i
Oc1ccc(N2CCN(c3nc(-c4cccs4)nc4ccccc34)CC2)cc1	i	i
CCOC(=O)c1ccc(-c2c(-c3ccc4c(c3)OCO4)noc2C)cc1F	i	i
COc1ccc(C(=O)NCCS(=O)(=O)NCc2ccc(F)cc2)cc1	i	i
CCn1nc(C)c(NC(=O)/C=C/c2ccc(OC)c(COc3ccc(Br)cc3)c2)c1C	i	i
Cn1cccc1-c1cc(C(=O)O)[nH]n1	i	i
C#CCCOC(=O)N1C2=NC(C(=O)OC)=C(C(=O)OC)[C@@H]3Nc4ccccc4[C@]23C[C@H]1C(=O)OC	i	i
COc1ccc(N2C(=O)CC2(C#N)c2ccc(OCc3ccccc3)cc2)cc1 (stereo not given)	i	i
COc1ccc(N2CCN(C(=O)COC(=O)COc3ccc(C#N)cc3)CC2)cc1	i	i
COc1ccc(-c2[nH]ncc2CN2CCC(c3ccncc3)CC2)cc1F	i	i
O=C(O)c1oc2ccccc2c1CSc1ccc(Cl)cc1	i	i
c1ccc(CN2CCN(C(c3ccccc3)c3nnnn3Cc3ccccc3)CC2)cc1 (stereo not given)	i	i
CC(C)N1CC(COc2ccc(Br)cc2)OC1=O (stereo not given)	i	i
C=CCSc1nc2sc(-c3ccccc3)cc2c(=O)n1N	i	i
CC(=O)c1cccc(S(=O)(=O)N2CCC(C(=O)O)CC2)c1	i	i
Cn1c(NNC(=O)c2ccccc2F)cc(=O)n(C)c1=O	i	i
CCOC(=O)CCC(=O)Nc1ccc(S(=O)(=O)N2CCCCC2)cc1	i	i
COc1ccc(N2C(=O)C(CC(=O)Nc3ccccc3)N(Cc3ccc4c(c3)OCO4)C2=O)cc1 (stereo not given)	i	i
Cc1ccc(S(=O)(=O)Nc2c(C)ccc3nsnc23)cc1	i	i
COc1cc(/C=N/NC(=O)c2cc(C3CC3)[nH]n2)ccc1O	i	i
COc1ccccc1Nc1nc(N)nc(CSc2nccc(C)n2)n1	i	i
CC(=O)N/N=C(\C)CC(=O)Nc1ccc2c(c1)OCCO2	i	i
COc1cccc(OCc2nn[nH]n2)c1	i	i
O=C(Cn1cnc2ccccc2c1=O)Nc1ccc2c(c1)CCC2	i	i
CC1CCCCN1S(=O)(=O)CCNC(=O)c1ccccc1 (stereo not given)	i	i
CCc1nc(SCc2ccc(F)cc2)n[nH]1	i	i
O=S(=O)(c1cc(Cl)ccc1Cl)N1CCN(c2ccccn2)CC1	i	i
CCN1CCN(Cc2cc(=O)oc3ccc(Cl)cc23)CC1	i	i
CCN(C(=O)COC(=O)c1ccc(COc2ccc3c(C)cc(=O)oc3c2)cc1)C1CCS(=O)(=O)C1 (stereo not given)	i	i
CN(C)/C=C(\C#N)C(=O)N/N=C/c1ccc(Cl)cc1	i	i
Cc1c(/N=C(\[O-])Nc2ccc(Br)cc2)sn[n+]1C	i	i
S=c1[nH]nc(-c2ccc3ccccc3n2)n1-c1ccc2ncccc2c1	i	i
CCOC(=O)c1ccc(NC(=O)c2cc(S(=O)(=O)N3CCOCC3)ccc2O)cc1	i	i
C=CC(=O)NN(C)c1ncc(C(F)(F)F)cc1Cl	i	i
CCOC(=O)c1cc(NC(=O)CN2CCCC2)cc(C(=O)OCC)c1	i	i
O=C(CSc1cccc[n+]1[O-])Nc1cc(S(=O)(=O)N2CCOCC2)ccc1Cl	i	i
CC(C)c1nnc(NC(=O)CCC(=O)NCc2ccc3c(c2)OCO3)s1	i	i
CC(C)CCNC(=O)C1CCC(CNc2c(N3CCC(C)CC3)c(=O)c2=O)CC1 (stereo not given)	i	i
COC(=O)CN1C(=O)[C@@H]2[C@H](C1=O)[C@@H]1CC(C(=O)OC)=C[C@@H](C(=O)OC)[C@@H]3C1=C(C(=O)[C@]3(C)NC(=O)c1ccccc1)[C@@H]2C	i	i
Cc1ccc(NC(=O)CN(C)C(=O)COc2c(Cl)cc(Cl)c3ccc(C)nc23)cc1	i	i
CCn1nc(C)c(NC(=O)CCSc2nc(-c3ccco3)cc(C(F)(F)F)n2)c1C	i	i
COc1ccc(-n2c(=O)c3ccccc3n(CC(=O)Nc3ccccc3OC)c2=O)cc1	i	i
CCn1c(CNC(=O)c2ccco2)nnc1SCC(=O)Nc1cccc(F)c1	i	i
CCC(=O)Nc1nnc(SCC(=O)Nc2ccc3c(c2)OCO3)s1	i	i
CC(C)=CCc1c(O)ccc(C2COc3c(CC=C(C)C)c(O)cc(O)c3C2=O)c1O (stereo not given)	i	i
CN(C(=O)COc1ccc(-c2nnco2)cc1)C1CCS(=O)(=O)C1 (stereo not given)	i	i
CC1CCCN(C(=O)C2c3ccccc3C(=O)N3CCc4ccccc4C23)C1 (stereo not given)	i	i
C#CCOCCOCCOCCNc1nc(N2CCN(C(=O)CCCCCCCCCCNC(=O)Cn3cc(CCCCCN)nn3)CC2)nc(N2CCN(C(=O)CCCCCCCCCCNC(=O)Cn3cc(C[C@@H](C)O)nn3)CC2)n1	i	i
Cc1cccn2c(=O)c(/C=C(\C#N)C(N)=O)c(N3CCN(c4ccccc4)CC3)nc12	i	i
COc1ccc(C2=NN(C(=O)CCC(=O)O)C(c3ccc(OC)cc3)C2)cc1 (stereo not given)	i	i
COCCN1Cc2cccc(C(=O)NCCCN3CCCC3=O)c2C1=O	i	i
COc1ccc(-c2noc(CSc3nc4ccccc4c(=O)n3-c3ccccc3)n2)cc1OC	i	i
CN(C(=O)CSc1nc2cc(Cl)ccc2c(=O)n1Cc1ccco1)C1CCS(=O)(=O)C1 (stereo not given)	i	i
CCc1nnc(NC(=O)CSCc2cc(=O)n3cc(C)sc3n2)s1	i	i
COC(=O)c1ccc(NC(=O)COC(=O)CSc2nc(C)cc(C)n2)cc1	i	i
Cc1cc2[nH]c(=O)c3ccccc3n2n1	i	i
Cc1nnc(NC(=O)c2cccc(NC(=O)C(C)C)c2)s1	i	i
CCN(CC)C(=O)c1ccc(-c2nnc(Nc3ccc(O)cc3)c3ccccc23)cc1	i	i

# Shown with values under each structure: part of the list above.
# Below each SMILES: CHT allo act | CHT inh
> Cc1cc(=O)oc2c(CN3CCN(C)CC3)c(O)c(Cl)cc12
→ i | i
> CC(NCCc1ccc(S(N)(=O)=O)cc1)C(=O)NCCc1ccc(F)cc1 (stereo not given)
→ i | i
> CCn1cc(/C=N\NC(=O)c2ccc(F)cc2)cn1
→ i | i
> CCOC(=O)N1CCN(C(=O)Cn2nc(C)n3nc(-c4ccccc4)cc3c2=O)CC1
→ i | i
> OC1CCCN(c2c3c(nc4cc(-c5cccc(Cl)c5)nn24)CCC3)C1 (stereo not given)
→ i | i
> CC(NS(=O)(=O)c1ccc(OCC(=O)N2CCCC2)cc1)c1ccccc1 (stereo not given)
→ i | i

# Additional entries:
mol	CHT allo act	CHT inh
O=C(Nc1ccc2c(c1)OCO2)C1CC(c2ccccc2Cl)=NO1 (stereo not given)	i	i
COc1ccc2nc(SCC(N)=O)[nH]c2c1	i	i
O=[N+]([O-])c1ccc(SCCO)nc1SCCO	i	i
COc1ccc(C(=O)Nn2cnnc2)c(OC)c1	i	i
CCOCCCn1c(SCc2nc3sc(C(=O)O)c(C)c3c(=O)[nH]2)nnc1-c1ccc(Cl)cc1	i	i
COc1cccc2c1OC1(CCN(C(C)C)CC1)N1N=C(c3cccnc3)CC21 (stereo not given)	i	i
O=C(CSc1nnnn1C1CCCC1)NCc1cccs1	i	i
CCOc1cccc(C(=O)Nc2cccc(-c3nnc(-c4ccc(C)cc4)o3)c2)c1	i	i
O=C(O)CC1(CC(=O)NCc2ccc(Cl)cc2)CCCCC1	i	i
Cc1ccc(CNC(=O)CN2CCC(C(N)=O)CC2)cc1	i	i
COc1ccccc1N/C(N)=N/c1nc(CSc2ccc(C)cc2)cc(=O)[nH]1	i	i
O=C(CCS(=O)(=O)c1ccc(Br)cc1)NCCc1ccc(Cl)cc1	i	i
CCC(C)n1c(=N)c(C#N)cc2c(=O)n3cc(C)ccc3nc21 (stereo not given)	i	i
CCOC(=O)c1ccc(NC(=O)CSCC(=O)OCC(=O)c2ccccc2)cc1	i	i
CCOc1ccccc1N(CC(=O)NCCc1ccc(OC)c(OC)c1)S(=O)(=O)c1ccccc1	i	i
C/C(CC(=O)Nc1cc(Cl)ccc1Cl)=N\NC(=O)COc1cccc(C)c1	i	i
O=C(CCl)Nc1cccc(S(=O)(=O)NC2=NCCC2)c1	i	i
O=C(Nc1cccnc1)C1CCCN(S(=O)(=O)c2ccccc2)C1 (stereo not given)	i	i
CCOC(=O)c1cc(-c2ccccc2)nc2nc(N3CCCCC3)sc12	i	i
O=Cc1ccc(OCCCOc2cccc3cccnc23)cc1	i	i
COc1ccc(CNC(=O)CSc2nnc(C)s2)cc1	i	i
Cc1nc2ccccc2c(=O)n1/N=C/c1cccnc1	i	i
